EPAC1 agonist: EPAC1 (human) agonism; O95398; EPAC1 agonist qHTS, biochemical assay; response scale: 100% = response to 6.5 mM cAMP; Potency, µM (doses to about 154 µM), for the others: at the top dose activation, actives largely listed as activators; 360,000 tested, 0.073% active; AID 720707; also: potency is read from the fitted curve at half-maximal effect; nearly all actives have a fitted effect of over 60% in size
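Normalized to 6.5 mM cAMP, activity reflects EPAC1-catalysed release of BODIPY-GDP from Rap1B, followed kinetically over 30 min at 480 nm excitation, 540 nm emission. Reaction contained 100 nM EPAC1, 250 nM Rap1B-BODIPY-GDP, 50 uM GDP.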
GLP-1R inv ag: acts as inverse agonist at human GLP-1 receptor. P43220. HEK293 GLP-1R CRE-luciferase, luminescence, 24 h; GLP-1R form is constitutively active. Potency, µM (titrated, usually from 38.3 µM), without a hit: at the top dose activity change, negative = inhibition, usual class: inhibitors. 410,000 tested, 1.6% active. AID 624417; also: potency is read from the fitted curve at half-maximal effect; % is scaled to controls: 0 for no effect and ±100 for the full control effect; nearly all actives have a fitted effect of over 55% in size
Target sequence (P43220 whole entry, looked up): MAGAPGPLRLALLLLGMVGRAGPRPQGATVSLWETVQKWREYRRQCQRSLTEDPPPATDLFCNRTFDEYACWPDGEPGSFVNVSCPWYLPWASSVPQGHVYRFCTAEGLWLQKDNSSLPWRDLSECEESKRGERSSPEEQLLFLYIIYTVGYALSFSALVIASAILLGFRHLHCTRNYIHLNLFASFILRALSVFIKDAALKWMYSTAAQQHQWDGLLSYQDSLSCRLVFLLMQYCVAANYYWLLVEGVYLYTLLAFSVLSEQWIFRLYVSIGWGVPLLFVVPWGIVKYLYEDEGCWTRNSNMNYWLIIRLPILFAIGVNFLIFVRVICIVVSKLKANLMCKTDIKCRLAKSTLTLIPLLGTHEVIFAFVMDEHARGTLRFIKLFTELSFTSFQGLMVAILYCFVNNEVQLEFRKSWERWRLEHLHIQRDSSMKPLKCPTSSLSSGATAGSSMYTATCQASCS
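HEK293 cells stably co-expressing constitutively active GLP-1R and a cAMP-responsive luciferase reporter were seeded in DMEM with 10% Nu serum, given compounds after 12 h, and incubated 24 h at 37 deg C. Luminescence was then read.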
PTHR1 ag: agonists of human PTHR1 parathyroid hormone receptor; Q03431; HEK293 GP2 PTHR1 cells, GloSensor cAMP luminescence, 1 h; Potency, µM (series often up to 115 µM), for inactives: at the highest dose activation, hits mostly activators; 410,000 tested, 0.075% active; AID 743266; also: potency is read from the fitted curve at half-maximal effect; nearly all actives have a fitted effect of over 55% in size; some results filed as inactive show a strong effect at the top dose; inactives centre near -15; many of its hits are not listed in these tables
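HEK-293-derived GP2 cells expressing PTHR1 and a GloSensor cAMP reporter, 3,000/well, plated overnight, given luciferin plus IBMX (each 0.5 mM as added) for 1 h at 37 °C, then compound for 1 h at 37 °C. Luminescence was read after 15 min at room temperature.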
HEK293 tox: cytotoxic in the GLP-1 receptor inverse agonist counter-screen; 410,000 tested, 0.13% active; Potency, µM (doses to about 38.3 µM), without a hit: at the highest dose activity change, negative = inhibition, hits mostly inhibitors; HEK293 cAMP-luciferase reporter cells, luminescence, 24 h;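 also: loss of luciferase light is scored as toxicity; potency is read from the fitted curve at half-maximal effect; % is scaled to controls: 0 for no effect and ±100 for the full control effect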
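1536-well qHTS counterscreen of the MLSMR; 200 cells/uL, 12 h pre-incubation, 23 nL cpd, 24 h at 37 deg C 5% CO2, luciferase detection reagent, 12 min RT, luminescence. Inhibition = undesired.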
PLK1 PBD block: blocks phosphopeptide binding to human PLK1 polo-box domain. P53350. Plk1 PBD binding of FITC phosphopeptide, fluorescence polarization. Potency, µM, for the others: max response, negative = inhibition, usual class: inhibitors. 360,000 tested, 2.8% active; also: potency is read from the fitted curve at half-maximal effect; series mostly up to about 57 µM; % is scaled to controls: 0 for no effect and ±100 for the full control effect; nearly all actives have a fitted effect of over 65% in size
EPAC1 antagonist: blocks human EPAC1 exchange factor; EPAC1 GEF assay, Rap1b-BODIPY-GDP exchange fluorescence; 360,000 tested, 0.14% active; O95398; Potency, µM (titrated, usually from 115 µM), inactives show at the highest dose activity change, negative = inhibition, hits mostly inhibitors; AID 720709;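 also: potency is read from the fitted curve at half-maximal effect; plate controls were vehicle for no effect and positive control for full effect; nearly all actives have a fitted effect of over 50% in size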
PI5P4K alpha inh: blocks human PI5P4K alpha kinase activity; PI5P4Kalpha enzyme, ADP-Glo luminescence, 60 min; hits give low values; 330,000 tested, 1.2% active; P48426; AID 652105; max response, %; active = max response of -50% or lower; inconclusive = between -30% and -50%; inactive = -30% or higher; also: value at the top dose of about 77 µM; % is scaled to controls: 0 for no effect and ±100 for the full control effect
Target sequence (P48426 whole entry, looked up): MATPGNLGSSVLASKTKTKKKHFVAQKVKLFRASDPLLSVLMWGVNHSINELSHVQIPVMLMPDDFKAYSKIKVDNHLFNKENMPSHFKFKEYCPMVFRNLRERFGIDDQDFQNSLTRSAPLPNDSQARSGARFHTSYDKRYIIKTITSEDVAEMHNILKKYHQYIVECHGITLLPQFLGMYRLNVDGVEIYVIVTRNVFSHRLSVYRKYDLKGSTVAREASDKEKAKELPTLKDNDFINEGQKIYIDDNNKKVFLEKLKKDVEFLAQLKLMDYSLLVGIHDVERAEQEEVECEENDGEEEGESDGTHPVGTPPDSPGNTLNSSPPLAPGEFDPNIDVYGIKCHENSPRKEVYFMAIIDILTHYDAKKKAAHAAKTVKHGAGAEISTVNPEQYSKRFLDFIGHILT
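Human PI5P4Kalpha with substrate in 0.038 M HEPES pH 7.4, 0.28 mM EGTA, 0.1% CHAPS, 5% DMSO; reaction started with 5 microM ATP (final), 60 min at room temperature. ADP formed read by ADP-Glo luminescence.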
GLP-1R agonist: activates the human GLP-1 receptor; HEK293 GLP-1R CRE-luciferase, luminescence, 4-6 h; cells express a hypersensitive GLP-1R form; Potency, µM (titrated, usually from 45.6 µM), for inactives: top-dose activation, actives largely listed as activators; 380,000 tested, 0.007% active; AID 624172; also: potency is read from the fitted curve at half-maximal effect; % of control where 0% means no effect
IL2 activator: activates IL-2 in a cell-based reporter assay; activation, % (series mostly up to about 46 µM); IL-2 activation reporter assay, cell-based qHTS; stimulated with anti-CD3/CD4/CD28 beads; in transgenic mouse T cells; 360,000 tested, 0.065% active; in the data active = activation above about 50%; inconclusive = mostly about 30% to 49%; also: 0% is about no effect
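Readout is EGFP and DsRed signal by fluorescent plate cytometry after 18 h at 37 degrees C. Transgenic mouse T cells (750/well) received compound for 60 min before bead stimulation (anti-CD3, anti-CD4, anti-CD28); memory T cells served as non-tolerant control.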
Starred values were filed as active, the others as inactive; i = inactive; u = inconclusive; x = not tested or not shown; [ ] = remark or other dose. Unless noted, calls follow the shape of the dose curve; as a rule, active = well fitted curve in the direction sought with a large enough effect; inconclusive = small, poorly fitted or top-dose-only effect, or another doubt; inactive = no such curve, though single readings can be large; an effect the other way counts as inactive or inconclusive. A portion of the library; rates above refer to the full screens.

Start of the data: the first two entries, ahead of the listing:
SMILES	EPAC1 agonist	GLP-1R inv ag	PTHR1 ag	HEK293 tox	PLK1 PBD block	EPAC1 antagonist	PI5P4K alpha inh	GLP-1R agonist	IL2 activator
O=C(N/N=C/c1cccs1)C(=O)N1CCCC1	8%	19%	i	-7%	-2%	16%	-1	5%	2.3
COc1ccc(C(=C(CC(=O)O)C(=O)OC(C)(C)C)c2cc(OC)c(OC)c(OC)c2)cc1OC	2%	6%	-32%[inhibitor]	1%	0%	5%	-4	13%	-0.9

The list itself, previewed entries included:
SMILES	EPAC1 agonist	GLP-1R inv ag	PTHR1 ag	HEK293 tox	PLK1 PBD block	EPAC1 antagonist	PI5P4K alpha inh	GLP-1R agonist	IL2 activator
O=C(N/N=C/c1cccs1)C(=O)N1CCCC1	8%	19%	i	-7%	-2%	16%	-1	5%	2.3
COc1ccc(C(=C(CC(=O)O)C(=O)OC(C)(C)C)c2cc(OC)c(OC)c(OC)c2)cc1OC	2%	6%	-32%[inhibitor]	1%	0%	5%	-4	13%	-0.9
COCC(C)n1c(C)cc(C(=O)COC(=O)c2ccc(N3CCCC3=O)cc2)c1C (stereo not drawn)	0%	0%	-10%[57.5 µM]	8%	-7%	0%	0	1%	-1.8
NN=C(c1cccc([N+](=O)[O-])c1)c1cccc([N+](=O)[O-])c1	8%	15%	-3%	-6%	-10%	-20%	-8	11%	-1.9
COc1ccc(CN2CCNC(=O)C2CC(=O)N2CCCN(C(C)=O)CC2)cc1OC (stereo not drawn)	-8%	1%	i	-6%	-7%	-21%	6	3%	3.8
CCOC(=O)C1=C(COC(=O)/C=C/c2ccc(O)c(OC)c2)NC(=O)NC1C (stereo not drawn)	5%	51%[activator]	-22%	-34%	-1%	9%	u	25%	0.2
O=C(NC1CCCCC1)n1c(=O)oc2cc(S(=O)(=O)N3CCCCC3)ccc21	5%	-2%	-33%[inhibitor][57.5 µM]	7%	-9%	3%	x	17%	-1.2
CCOC(=O)c1ccc(N2C(=O)C(C)=C(C)C2=O)cc1	1%	7%	-13%[57.5 µM]	17%	-7%	-15%	-2	3%	-0.1
COc1ccc(N2CCN(C(CNS(=O)(=O)c3cccs3)c3cccnc3)CC2)cc1 (stereo not drawn)	13%	-17%	i	-20%	-11%	4%	-9	1%	0.8
O=C(CCS(=O)(=O)c1ccc(Br)cc1)Nc1ccc(Cl)cc1F	3%	13%	-2%	0%	-12%	-8%	6	-1%	0.0
O=S1(=O)CC(N2CCCCC2)CN1Cc1cn(Cc2ccccc2)nn1 (stereo not drawn)	8%	3%	-15%	-10%	-7%	-19%	0	8%	-0.6
C=CCN1C(=O)c2cccc3c(N4CCCCC4)ccc(c23)C1=O	14%	11%	-11%	312%[activator]	22%	32%[activator]	2	10%	5.6
C1COCCNCCOCCOCCOCCN1	7%	-5%	-24%	4%	-2%	-4%	1	9%	-0.2
CCSc1cc(N2CCCC2)nc(-c2ccccc2Cl)n1	-15%	-13%	2%	8%	2%	4%	-3	2%	-0.6
Cc1cccc(NS(=O)(=O)c2ccc3c(c2)CCN3C(=O)CCC(=O)O)c1	-4%	-10%	-18%	2%	2%	-1%	2	-4%	-3.1
O=S(=O)(NCc1ccco1)c1ccccc1Br	-10%	10%	-24%	-1%	-2%	-20%	1	0%	0.9
COc1cc2ccc(CC(=O)O)cc2cc1OC	-9%	x	29%[57.5 µM]	x	x	-13%[57.5 µM]	-1	x	-0.2
O=C(CC1OC(=O)c2ccccc21)c1ccco1 (stereo not drawn)	6%	14%	i	15%	-9%	14%	-2	-9%	1.7
CC1CCCN(C(=S)NCCc2ccccc2)C1 (stereo not drawn)	0%	u	-62%[inhibitor]	23%	-14%	-18%	7	12%	-2.1
O=C(Nc1cccc(C(=O)O)c1)/C(=C/c1ccc2c(c1)OCO2)NC(=O)c1cccc(Br)c1	-8%	3%	i	-8%	-18%	-6%	-7	0%	-0.6
CC1(O)CC(c2ccc(Cl)cc2)=NN1C(=O)c1ccc([N+](=O)[O-])cc1 (stereo not drawn)	-3%	u	-24%	u	-28%	-12%	-15	10%	0.0
N#Cc1c(SCC(=O)Nc2ccccc2)nsc1SCC(=O)Nc1ccccc1	6%	11%	i	-15%	3%	-2%	1	8%	2.4
CCN(CC)S(=O)(=O)c1ccc(N2CCOCC2)c(NC(=O)c2cc([N+](=O)[O-])ccc2Cl)c1	12%	-19%	i	16%	-6%	-11%	10	7%	1.3
CCOCCCNC(=O)C(NC(=O)c1cnccn1)c1ccc(C)cc1 (stereo not drawn)	-1%	3%	i	3%	-5%	-2%	0	0%	8.3
CC(Sc1nnnn1-c1cccc(F)c1)C(=O)NC1CCCC1 (stereo not drawn)	4%	-5%	i	-2%	-7%	4%	5	-7%	0.1

Carrying on:
SMILES	EPAC1 agonist	GLP-1R inv ag	PTHR1 ag	HEK293 tox	PLK1 PBD block	EPAC1 antagonist	PI5P4K alpha inh	GLP-1R agonist	IL2 activator
COc1ccc(C(=O)NCC(C)CN(C)C)cc1 (stereo not drawn)	2%	0%	i	-5%	-2%	0%	5	-1%	1.2
Cc1cccn2c(=O)c3cc(C(=O)NCCCN4CCCC4=O)n(C)c3nc12	4%	75%[activator]	-7%[57.5 µM]	78%[activator]	-7%	-2%	x	22%	-1.9
O=c1[nH]c2cc3c(cc2cc1CN(Cc1cccnc1)Cc1nnnn1Cc1ccco1)OCCO3	7%	83%[activator]	i	4%	-21%	-11%	x	8%	-1.0
Cc1nc(NC(=O)CN2CCOCC2)sc1C(=O)N(C)C	2%	2%	i	-6%	-1%	-3%	-1	-14%	0.6
COc1ccc(S(=O)(=O)N2CCC(C(=O)NC3CCCC3)CC2)cc1OC	-1%	18%	i	-4%	-2%	10%	-5	-7%	-1.0
CN(C)CCC(=O)NCC1OCCc2ccccc21 (stereo not drawn)	7%	7%	i	38%	-1%	-16%	-7	-1%	0.1
CCN(CC)c1ccc(C=Nc2ccc(C)cc2)c(O)c1	-4%	0%	-11%	-17%	-11%	3%	-1	-5%	-2.5
CCOC(=O)C1(Cc2ccccc2)CCN(Cc2ccc(C3CCCCO3)s2)CC1 (stereo not drawn)	10%	u	-83%[inhibitor]	13%	-12%	u	-11	17%	-4.4
CCO/N=C/c1ccc(OC)c(Oc2nc(OC)cc(OC)n2)c1	2%	u	i	-3%	11%	-6%	6	9%	2.2
CCC(C(=O)c1ccccc1)N(C(=O)c1ccccc1Cl)N1C(=O)C2C3C=CC(C3)C2C1=O (stereo not drawn)	8%	u	-15%	-5%	3%	-21%	21	-3%	0.0
O=C(Nc1ccc(S(=O)(=O)N2CCCCC2)cc1)C1CCCN(C(=O)c2ccc(Cl)cc2)C1 (stereo not drawn)	1%	u	-44%[inhibitor]	-30%	-12%	-6%	1	-6%	0.2
NC(=O)CC(NC(=O)Cc1ccc(Br)cc1)c1ccc(N2CCN(c3ccc(F)cc3)CC2)c([N+](=O)[O-])c1 (stereo not drawn)	-16%	-23%	-27%	-19%	2%	10%	-5	-1%	-0.1
C/C(=N\NC(=O)c1ccc(N(C)C)cc1)c1cccnc1	5%	3%	-26%	-2%	-13%	-2%	-3	-5%	2.2
CC(C)CCN(Cc1ccco1)S(=O)(=O)c1csc(C(N)=O)c1	-10%	u	i	2%	-16%	-13%	-2	-1%	-2.1
c1ccc(NC2=Nc3cccc4cccc2c34)cc1	3%	u	-29%	-1%	-4%	-4%	-5	18%	-0.4
O=C(O)c1ccc(N2C(=O)CC(N3C(=O)/C(=C/c4ccc(Cl)cc4)SC3=S)C2=O)cc1 (stereo not drawn)	0%	-14%	-60%[inhibitor]	-17%	27µM*	11%	-64*	-4%	1.2
O=S(=O)(c1ccccc1Br)N(CC(O)COCc1ccccc1)C1CC1 (stereo not drawn)	-2%	u	-27%	0%	-13%	-13%	1	2%	-0.7
COc1cc(CCC(=O)Nc2ccc(S(=O)(=O)NC3=NCCCCC3)cc2)cc(OC)c1OC	-6%	0%	-3%	4%	-13%	-17%	7	1%	5.0
CCN1C(=O)N(CC)c2cccc3cccc1c23	11%	25%	-18%	-15%	-4%	-5%	3	16%	-0.8
CCNC(=O)COC(=O)/C=C/c1cccs1	11%	18%	-23%	15%	-4%	10%	0	1%	-0.5
COC(=O)c1ccc(NC(=S)Nc2cccc(C)n2)cc1	5%	21%	i	-17%	u	17%	10	18%	-0.5
COc1ccccc1OCCNC(=O)C1CCCCC1	-1%	-9%	-48%[inhibitor]	1%	-10%	-26%	1	0%	-0.4
CN1CCN(C2CN(Cc3cn(Cc4ccccc4C(F)(F)F)nn3)S(=O)(=O)C2)CC1 (stereo not drawn)	-3%	3%	0%	0%	-5%	8%	-5	1%	0.6
CC1=CC(C)(C)n2c(O)c(N=N)c3cc(C)cc1c32	1%	u	i	-3%	0%	-11%	3	22%	-3.6
COc1ccc(C)cc1NC(=S)NNC(=O)c1ccccc1Cl	1%	0%	-37%	-2%	-15%	-1%	x	-1%	-2.0
CC1CC(NC(=O)/C=C/C(=O)O)CC(C)(C)C1 (stereo not drawn)	3%	-9%	i	6%	6%	6%	1	-1%	9.2
COc1cc(OC)cc(C(=O)NC(C(=O)OCn2nnc3ccccc3c2=O)C(C)C)c1 (stereo not drawn)	8%	-6%	-2%	-3%	1%	13%	5	13%	-0.3
Cc1csc(NC(=O)CCc2ccc(S(=O)(=O)N3CCOCC3)cc2)n1	7%	2%	1%	0%	-13%	-20%	2	1%	-3.3
CCOC(=O)C1CCCN(S(=O)(=O)c2ccc(Br)s2)C1 (stereo not drawn)	11%	-8%	-23%[57.5 µM]	3%	-5%	-3%	x	-3%	-1.4
Nc1nnc2c(C(F)(F)F)nc3ccccc3n12	2%	117%[activator]	13%	56%[activator]	-1%	-8%	-2	18%	0.0

An excerpt from above with just EPAC1 agonist:
| Molecule | EPAC1 agonist |
| --- | --- |
| Cc1nc(NC(=O)CN2CCOCC2)sc1C(=O)N(C)C | 2% |
| CC1CC(NC(=O)/C=C/C(=O)O)CC(C)(C)C1 (stereo not drawn) | 3% |

Compound activity: PubChem BioAssay, National Center for Advancing Translational Sciences (NCATS)
